Bioassay records deposited in PubChem by several laboratories.
PME-1 inh: PME-1 (human) inhibition | 320,000 tested, 0.53% active | AID 2130 | recombinant PME-1, FP-Rh probe fluorescence polarization | Q9Y570 | inhibition, % at 5.9 µM;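 active means inhibition above the campaign mean of all compounds plus 3 SD, cut at about 26% in these data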;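 further: competitive labeling of PME-1 active site by serine hydrolase directed probe; 0% = PME-1 with DMSO and 100% = wells lacking PME-1 enzyme; inhibitors block probe labeling so polarization falls and inhibition rises; many of its hits are not listed in these tables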
Target sequence (Q9Y570 whole entry, looked up): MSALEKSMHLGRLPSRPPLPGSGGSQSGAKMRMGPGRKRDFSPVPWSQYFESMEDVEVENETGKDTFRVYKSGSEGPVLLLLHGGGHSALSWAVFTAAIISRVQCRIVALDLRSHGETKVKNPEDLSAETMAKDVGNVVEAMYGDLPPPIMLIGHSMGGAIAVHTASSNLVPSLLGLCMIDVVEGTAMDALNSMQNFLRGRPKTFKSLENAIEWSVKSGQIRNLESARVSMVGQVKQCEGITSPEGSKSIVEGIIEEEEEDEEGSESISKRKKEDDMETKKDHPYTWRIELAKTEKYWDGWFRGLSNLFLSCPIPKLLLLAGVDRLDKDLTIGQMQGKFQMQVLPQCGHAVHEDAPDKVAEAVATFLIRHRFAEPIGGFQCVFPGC
Bcl-xL primary: inhibitors of human Bcl-xL. inhibition, % at 10.9 µM. GST-Bcl-xL / FITC-Bim BH3 peptide fluorescence polarization. 320,000 tested, 0.7% active. Q07817;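 active means inhibition above the mean of all tested compounds plus 3 SD, cutoff set per campaign, cut at about 30% in these data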;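 further: 0% = DMSO wells and 100% = unlabeled Bim-BH3 peptide competitor; inhibitors lower millipolarization by displacing the labeled peptide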
Target sequence (Q07817 whole entry, looked up): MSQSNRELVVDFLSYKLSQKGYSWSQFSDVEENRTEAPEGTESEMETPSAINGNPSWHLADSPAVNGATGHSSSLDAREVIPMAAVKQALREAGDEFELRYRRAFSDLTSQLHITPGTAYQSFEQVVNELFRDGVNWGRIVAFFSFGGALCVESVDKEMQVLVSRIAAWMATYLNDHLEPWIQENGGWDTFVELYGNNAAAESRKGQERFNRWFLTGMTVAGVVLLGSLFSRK
Fam108B inh: Fam108B inhibition, counter-screen for RBBP9 inhibitors. 300,000 tested, 0.33% active. AID 1947. recombinant Fam108B, FP-Rh probe fluorescence polarization. inhibition, % at 9.51 µM;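 active means inhibition above the screen mean inhibition plus 3 SD, computed separately per campaign, cut at about 18% in these data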;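 further: inhibitors lower polarization as less probe binds the enzyme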
GRK2 inh: inhibitors of human GRK2 displacing RNA aptamer | P25098 | bead flow cytometry, FAM-aptamer displacement from GRK2 | inhibition of aptamer binding, % at 10 µM | 330,000 tested, 0.59% active | AID 488847;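 active means inhibition of aptamer binding above 40%, roughly 3 SD of noise, on plates passing a quality check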;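 further: median bead fluorescence of bound FAM aptamer so fluorescent compounds give negative values; no value below 0 was filed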
MEX-5 binding: C. elegans MEX-5 TCR-2 RNA binding activity; MEX-5/FITC-TCR2 RNA binding, fluorescence polarization; hits give low values; Q9XUB2; 300,000 tested, 0.38% active; activity score (negative = inhibition of binding), % at 10 µM;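 active means inhibition past about -25% in most replicates, and total fluorescence under double the plate's negative control median, limit read from the data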;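 further: 0% = DMSO and -100% = 5 µM competing unlabeled TCR2 RNA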
Efflux pump inh: antifungal efflux pump inhibition, Nile Red retention. S. cerevisiae Candida pump triplex. inhibition, % at 10 µM. 330,000 tested, 0.44% active;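 active means plate passing quality check with inhibition over a set limit, or well fluorescence over plate mean plus 4 SD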;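 further: Nile Red retained in pooled yeast measured as flow cytometry median fluorescence; 0% = buffer negative control and 100% = Enniatin B positive control; higher means more Nile Red kept so more efflux inhibition; some compounds called inactive have numbers as strong as hits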
MCL1 BIM primary: MCL1-BIM-BH3 interaction inhibition (human). 320,000 tested, 0.68% active. Q07820. inhibition, % at 10.9 µM. GST-MCL1 / FITC-Bim-BH3 fluorescence polarization. AID 2057;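 active means inhibition above the mean inhibition of all tested compounds plus 3 SD, set per campaign, cut at about 40% in these data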;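 further: 0% = DMSO wells and 100% = unlabeled Bim-BH3 peptide control; higher means more loss of mP so more displacement of Bim peptide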
VLA-4 inh: inhibition in a human VLA-4 binding assay; P13612; VLA-4 expressing cells, ligand binding flow cytometry; inhibition, % (about 7 µM as worked out from the volumes in the protocol); 330,000 tested, 0.2% active; AID 2557; in the data active means inhibition above about 50%
GLD-1 TGE inh: GLD-1-TGE RNA interaction inhibition (C. elegans). Q17339. purified GLD-1 + fluorescein TGE RNA, fluorescence polarization. inhibition, % at 5.96 µM. 320,000 tested, 0.44% active. AID 2280;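 active means percent inhibition above a per-plate cutoff, the plate mean of test compounds plus 3 SD, cut at about 30% in these data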;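 further: 0% = DMSO wells with GLD-1 and probe and 100% = wells lacking GLD-1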
Target sequence (Q17339 whole entry, looked up): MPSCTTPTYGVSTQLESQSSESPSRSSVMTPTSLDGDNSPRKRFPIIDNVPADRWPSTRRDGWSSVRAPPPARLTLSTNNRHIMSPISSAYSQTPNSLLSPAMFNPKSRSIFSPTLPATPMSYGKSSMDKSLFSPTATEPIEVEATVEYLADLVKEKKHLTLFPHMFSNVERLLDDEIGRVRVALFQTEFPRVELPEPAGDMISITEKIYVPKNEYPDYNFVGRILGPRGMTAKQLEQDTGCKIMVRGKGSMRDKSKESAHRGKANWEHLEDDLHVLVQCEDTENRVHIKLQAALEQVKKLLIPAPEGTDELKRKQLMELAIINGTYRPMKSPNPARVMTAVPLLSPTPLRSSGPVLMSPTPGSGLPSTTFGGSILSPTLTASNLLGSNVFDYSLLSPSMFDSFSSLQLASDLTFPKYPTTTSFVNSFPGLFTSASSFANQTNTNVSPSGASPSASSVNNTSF
Numbers without * were called inactive; / = not tested or not shown. This is a subset. The share of hits here may be higher or lower than overall.

Results follow in this order: PME-1 inh	Bcl-xL primary	Fam108B inh	GRK2 inh	MEX-5 binding	Efflux pump inh	MCL1 BIM primary	VLA-4 inh	GLD-1 TGE inh
- CCCN(CCC)CCCNC(=S)Nc1ccc2nc(N3CCCC3)cc(C)c2c1
  -2.9	6.5	-0.6	0.0	2.0	0.0	4.9	10.2	-8.1
- O=C(CSc1ncc(-c2ccccc2)[nH]1)Nc1ccccc1F
  -3.0	-1.1	-2.3	3.0	0.9	-0.1	3.1	-3.7	3.6
- CN(C)CC/C=C1\c2ccccc2Sc2cc(F)c(Cl)cc21
  -1.1	-4.9	3.9	0.0	0.3	-0.1	-6.2	11.1	3.9
- S=C(NCc1cccnc1)Nc1ccc(Oc2ccc(Cl)cc2)cc1
  0.7	6.4	-4.9	0.0	1.7	0.0	5.1	5.1	6.2
- Cc1cc(NC(=O)Cn2c(=O)n(Cc3ccccc3)c(=O)c3ccccc32)no1
  1.7	5.7	-1.4	3.0	-1.3	0.1	4.5	2.9	3.6
- CN(C)CCP(=O)(c1ccccc1)c1ccccc1
  -4.9	5.4	1.9	0.0	2.4	0.0	-0.4	0.2	-0.4
- Cc1cc(C)cc(-n2c(C)cc(/C=C3\C(=N)N4N=C(CC(C)C)SC4=NC3=O)c2C)c1
  0.5	0.5	0.2	0.0	1.7	-0.1	-1.0	1.2	-3.0
- O=C(CCCCCN1C(=O)CCC1=O)Nc1ccc2c(c1)OCCO2
  -4.4	0.7	-3.6	4.0	3.9	0.1	5.4	1.7	-5.6
- COc1ccc(-c2noc(=O)n2CC(=O)N2CCC(Cc3ccccc3)CC2)cc1
  -2.9	1.5	3.0	0.0	-0.9	-0.1	8.8	-2.0	6.7
- COc1ccc(Br)cc1CNC(=O)CCc1nc(-c2ccccc2F)no1
  6.3	0.2	1.7	1.0	3.3	-0.1	-1.6	-2.9	0.1
- COc1ccc(/C=N/NC(=O)NC23CC4CC(CC(C4)C2)C3)c(OC)c1
  7.1	-0.6	-1.6	0.0	0.1	0.0	0.8	11.6	7.6
- CCCn1cc(S(=O)(=O)c2ccccc2)c(=O)c2cc(OC)c(OC)cc21
  4.3	6.8	-1.1	0.0	0.7	-0.2	-3.6	-2.4	5.1
- COCc1cc(=O)n2[nH]c(-c3ccsc3-n3c(C)ccc3C)cc2n1
  -6.0	7.1	-1.2	6.0	1.3	0.1	7.5	-3.3	-2.3
- COc1ccc(NC(=O)c2cnc(SCC(=O)NCCc3ccccc3)n(C)c2=O)cc1
  1.8	5.8	4.4	1.0	1.2	0.0	7.4	9.1	-0.7
- COc1ccccc1N(CC(=O)NCc1ccc(F)cc1)C(=O)CCC(=O)Nc1nccs1
  -0.9	2.2	2.9	0.0	-1.7	0.4	8.1	3.6	-4.0
- Cc1nc(NC(=O)c2ccc(Cl)cc2)sc1-c1csc(Nc2cccc(F)c2)n1
  -5.4	-4.1	17.9	0.0	-2.6	0.1	-17.9	34.3	-3.0
- COCCCC1CCN(C(=O)CCc2nnc(CCCCc3ccccc3)o2)CC1
  -1.9	8.6	0.4	0.0	-1.2	-0.1	-4.0	-14.2	3.8
- Cc1ccc(NC(=O)C2CCCN(S(=O)(=O)c3c(C)noc3C)C2)nc1 (stereo not drawn)
  3.1	4.6	-1.0	1.0	1.6	-0.2	2.5	-3.0	-6.5
- CN(CC(=O)NC1CCN(Cc2ccccc2)CC1)S(=O)(=O)c1ccc(Br)s1
  0.7	2.3	0.6	0.0	1.1	0.2	-2.9	15.0	4.8
- O=C(O)/C=C/c1ccc([N+](=O)[O-])o1
  4.2	11.9	4.9	33.0	-16.1	-0.1	12.2	-0.8	-0.8
- COC(=O)CC/C(O)=C1\C(=O)CC(C)(C)CC1=NCc1nc2ccccc2[nH]1
  -2.8	1.3	1.2	1.0	-0.2	-0.1	2.8	3.8	0.7
- COc1ccc(CNS(=O)(=O)CCNC(=O)c2ccc3c(c2)OCO3)cc1
  -4.0	-5.4	-1.0	1.0	0.5	0.0	0.4	2.8	-2.5
- Cc1ccc(S(=O)(=O)NC(=O)COc2ccccc2C(N)=O)cc1
  -7.0	1.7	-4.5	0.0	-2.4	0.2	-3.3	-0.9	7.2
- Cc1cccc2cc(/C=N/NC(=O)[C@H]3C[C@@H]3c3ccccc3)c(Cl)nc12
  -0.2	5.1	-1.4	0.0	-1.4	-0.1	7.3	7.9	6.1
- COCCCNC(=O)c1ccc2nc(Cc3ccc(OC)cc3)oc2c1
  -5.8	2.7	0.6	5.0	1.0	0.1	8.6	10.3	0.7
- COc1ccc(C2(C(=O)NCCCN(C)C)CCOCC2)cc1
  5.5	3.0	-3.2	1.0	1.9	-0.1	8.5	-7.3	1.8
- CCCC(c1nnnn1C1CCCC1)N1CCN(c2ccccc2F)CC1 (stereo not drawn)
  1.7	2.2	-3.5	0.0	/	0.1	-0.5	4.0	6.9
- CCOC(=O)c1c(NC(=O)COc2ccccc2OCC)sc2c1CC(C)(C)NC2(C)C
  8.4	-17.5	1.1	0.0	-0.6	0.1	-25.6	9.7	-1.1
- O=C(COC(=O)C1CSC2(c3ccc(F)cc3)CCC(=O)N12)NC(=O)NC1CCCC1 (stereo not drawn)
  -2.5	3.9	-0.7	1.0	-1.9	0.1	3.8	-1.8	5.3
- Cc1cccc(C(=O)NNC(=O)/C=C/C(=O)O)c1
  -4.3	8.6	-0.8	3.0	-0.4	-0.2	7.7	6.1	4.9
- CCc1ccccc1NC(=S)N(Cc1ccco1)C(C)c1cccs1 (stereo not drawn)
  -7.0	19.3	-0.7	1.0	4.3	-0.1	-2.0	-0.3	-2.2
- COc1ccc(NS(=O)(=O)c2cc(NC(=O)/C=C/c3cccs3)ccc2N2CCOCC2)cc1
  -8.1	2.9	15.3	1.0	2.3	3.9	3.6	-19.4	-4.8
- Cc1cccc(C)c1N(CC(=O)Nc1cccc(N(C)S(C)(=O)=O)c1)S(C)(=O)=O
  3.5	3.3	0.8	0.0	-1.0	-0.1	8.7	34.1	6.4
- O=C(O)c1ccc(-n2c(-c3ccccc3)n[nH]c2=S)cc1
  2.6	-0.4	4.9	0.0	-2.8	-0.1	0.3	-4.5	6.4
- CCS(=O)(=O)NCCc1csc(-c2ccc(OC)c(OC)c2)n1
  5.4	-0.1	0.6	0.0	0.2	0.1	8.0	0.3	11.3
- CC(=O)Nc1ccc(C(=O)N/N=C/c2ccncc2)cc1
  -0.6	9.3	0.3	0.0	-1.0	-0.1	5.6	4.3	-3.5
- O=C(Cn1cnc2ccccc2c1=O)N1CCN(S(=O)(=O)c2ccc(F)cc2)CC1
  16.2	0.5	/	0.0	/	0.2	1.9	-3.4	-5.0
- Cc1ccc2c(c1)C1CN(C)CCC1N2C(=O)c1cccc(S(=O)(=O)N2CC(C)CC(C)C2)c1 (stereo not drawn)
  16.3	5.8	1.0	0.0	-1.4	0.3	0.5	6.9	-0.7
- N#C/C(=C\c1ccc(-c2cccc(C(F)(F)F)c2)o1)C(=O)Nn1cnnc1
  0.4	16.5	-3.2	0.0	0.4	0.0	12.7	12.2	4.4
- CCOCCCN1CC(C(=O)NCCc2ccccc2)CC1=O (stereo not drawn)
  -2.7	7.5	3.9	0.0	-0.5	-0.1	9.7	-9.4	1.1
- CNC(=O)CSc1nc2nc(C)cc(C)n2n1
  -0.7	-1.0	1.5	0.0	0.3	0.3	3.0	7.6	2.7
- CCC(C)NC(=O)Nc1ccc(C)cc1C (stereo not drawn)
  3.1	4.5	3.5	0.0	0.5	0.2	8.2	3.9	0.6
- COc1ccc(NC(=O)CC(C)(C)C)c([N+](=O)[O-])c1
  5.0	3.2	6.0	0.0	1.5	0.2	7.5	1.2	1.1
- O=C1NN(c2ccccc2)C(=O)C2C1C1C=CC2C12CC2 (stereo not drawn)
  0.3	5.7	0.9	0.0	-3.5	0.1	12.1	-8.0	-0.4
- CC(OC(=O)/C=C/c1cccs1)C(=O)Nc1ccc(S(N)(=O)=O)cc1 (stereo not drawn)
  -1.4	4.3	1.9	0.0	0.5	0.2	5.8	4.0	6.4
- O=C(O)CSc1nnc(-c2ccncc2)n1C1CCCCC1
  -2.0	-2.1	1.2	2.0	1.3	0.5	-5.3	30.8	-2.3
- CCOC(=O)C1=C(C)C(c2ccc(OC)cc2)NC(=O)N1 (stereo not drawn)
  0.6	-2.3	-5.8	2.0	-0.6	0.1	-11.1	3.8	4.8
- C=CCn1cnc2c(nnn2-c2ccc(OC)c(OC)c2)c1=O
  2.0	5.2	-0.3	4.0	-0.1	0.0	8.7	-12.7	-4.2
- CCOC(=O)C1CCN(Cc2cn[nH]c2-c2ccccc2)CC1
  -2.4	10.8	1.2	0.0	3.7	-0.1	8.7	11.2	3.2
- Cc1ccc(C(=O)Nc2ccccc2-c2ccccc2)cc1S(=O)(=O)Nc1ccccc1
  /	/	/	0.0	/	0.0	/	13.4	6.1

Molecules above with a nitro group on carbon (two):
Results follow in this order: PME-1 inh	Bcl-xL primary	Fam108B inh	GRK2 inh	MEX-5 binding	Efflux pump inh	MCL1 BIM primary	VLA-4 inh	GLD-1 TGE inh
- O=C(O)/C=C/c1ccc([N+](=O)[O-])o1
  4.2	11.9	4.9	33.0	-16.1	-0.1	12.2	-0.8	-0.8
- COc1ccc(NC(=O)CC(C)(C)C)c([N+](=O)[O-])c1
  5.0	3.2	6.0	0.0	1.5	0.2	7.5	1.2	1.1

Next section.
Results follow in this order: PME-1 inh	Bcl-xL primary	Fam108B inh	GRK2 inh	MEX-5 binding	Efflux pump inh	MCL1 BIM primary	VLA-4 inh	GLD-1 TGE inh
- Cc1ccc(OCC(=O)OCc2nc3scc(-c4ccccc4)c3c(=O)[nH]2)cc1C
  2.2	-3.5	-3.2	5.0	1.6	0.0	-17.4	25.2	0.3
- COC(=O)c1ccc(CNC(=O)c2cc3ccccc3oc2=O)cc1
  0.5	3.8	1.1	3.0	2.5	0.2	-2.9	10.3	-11.8
- CC(C)C(=O)N1CCC2(CC1)Oc1ccc(Cl)cc1C(=O)C21CC(c2cccnc2)=NO1 (stereo not drawn)
  -1.5	-0.8	-2.4	0.0	1.2	0.0	-3.9	-9.7	1.4
- COc1ccccc1C(=O)NC(=O)COC(=O)C1CCC1
  0.1	-0.6	0.7	3.0	0.8	0.1	-15.7	13.4	2.4
- O=C(c1ccc(S(=O)(=O)Nc2ccccc2F)cc1)N1CCN(c2ccccn2)CC1
  /	/	/	0.0	/	-0.1	/	12.2	-3.1
- CCc1ccc(N2CCN(CCNC(=O)Nc3ccc(OC)cc3)CC2)cc1
  1.2	10.8	2.0	0.0	0.2	0.0	11.4	14.8	7.6
- Cc1c(C(=O)N2CCCC(C)C2)sc2ncnc(N3CCCCC3C)c12 (stereo not drawn)
  -4.2	4.5	-4.6	0.0	-0.3	0.1	6.1	9.7	-4.0
- CCc1nnc(NC(=O)CN2C(=O)c3ccccc3S2(=O)=O)s1
  8.9	8.6	-4.0	0.0	1.1	0.0	3.8	1.2	-0.7
- Cc1cccc(-n2ncc3c(NCc4cccnc4)ncnc32)c1
  1.0	-0.5	2.1	1.0	3.3	-0.1	1.4	38.4	4.7
- COc1ccc(Cc2nc3ccc(C(=O)NC(C)c4cnn(C)c4)cc3o2)cc1 (stereo not drawn)
  /	/	/	0.0	0.3	0.7	/	4.8	/
